High-throughput results as filed in PubChem BioAssay.
MITF TRPM1 inh: inhibitors of MITF-dependent TRPM1 promoter reporter, primary screen, cell-based, SK-MEL-5, single point, luciferase. SK-MEL-5 TRPM1 promoter luciferase, 24 h. inhibition, % at 12.5 µM. 330,000 tested, 0.83% active. AID 488899, 2010;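 active means mean inhibition across replicates of 60% or more, whatever share of single replicates reaches that level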; further: values of inactives mirror those of a sister screen read the other way
KKLEB tox: cytotoxicity in KKLEB CF airway cells, primary screen, cytotoxicity control for CF NF-kB inhibitor project, cell-based, uHTS, fluorescence assay plates. KKLEB CF airway cells viability, ATPlite luminescence, overnight; hits give low values; cells stimulated with P. aeruginosa culture filtrate. 360,000 tested, 0.36% active. activity change (cytotoxicity), % at 5 µM;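 active means corrected activity change at or below -50% at 5 µM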
NR2E3 ag-1: NR2E3 agonists in two-hybrid cells, primary screen, cell-based, luminescence, CHO-S, Gal4-NCOR/VP16-NR2E3; 360,000 tested, 0.35% active; Photoreceptor-specific nuclear receptor (Homo sapiens), Q9Y5X4; AID 602229, 2012; luciferase; inhibition of corepressor binding, % at 3.98 µM;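 active means inhibition above the mean of all tested compounds plus 3 SD, cut at about 70% in these data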;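 further: 0% = DMSO with NR2E3 transfected cells and 100% = cells lacking NR2E3 construct; higher means lower luciferase signal from less NR2E3 corepressor binding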
Target sequence (Q9Y5X4 whole entry, looked up, the tested form may be a part): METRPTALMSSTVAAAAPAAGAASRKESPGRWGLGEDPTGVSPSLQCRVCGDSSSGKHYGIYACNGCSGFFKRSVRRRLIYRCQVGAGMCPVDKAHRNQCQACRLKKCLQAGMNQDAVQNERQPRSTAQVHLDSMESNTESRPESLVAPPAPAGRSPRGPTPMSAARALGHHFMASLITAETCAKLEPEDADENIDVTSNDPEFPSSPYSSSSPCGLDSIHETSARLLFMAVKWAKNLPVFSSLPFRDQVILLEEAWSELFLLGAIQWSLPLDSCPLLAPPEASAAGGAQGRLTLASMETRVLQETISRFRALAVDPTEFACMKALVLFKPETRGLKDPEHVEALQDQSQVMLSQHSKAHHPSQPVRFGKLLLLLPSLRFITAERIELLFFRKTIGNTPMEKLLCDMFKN
LMP1 NFkB inh: EBV LMP1-driven NF-kappaB luciferase reporter inhibitors, primary screen, cell-based, luminescence, single point. LMP1-induced NF-kappaB luciferase reporter cells. inhibition, % at 12.5 µM. 350,000 tested, 0.69% active; in the data active means inhibition above about 41%;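 further: 0% = neutral control wells and 100% = reference inhibitor control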
NR2E3 ag-2: inhibitors of NR2E3-RetCOR corepressor binding, primary screen, NR2E3 agonist project, biochemical, TR-FRET, GST-NR2E3, biotin-RetCOR. inhibition of corepressor binding, % at 4.78 µM. AID 2300, 2010. 1536-well. 320,000 tested, 0.12% active;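 active means percent inhibition above the cutoff of mean plus 3 SD of all tested compounds, set per screening campaign, cut at about 20% in these data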;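 further: 0% = DMSO wells and 100% = biotin wells as full block of FRET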
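Test system – NR2E3–RetCOR corepressor complex · Quantity – NR2E3 fusion 1.35 nM · Buffer or medium – Tris pH 7.5 · Incubation – Compound–protein incubation for 5 h at 4 °C · Technique – TR-FRET, Eu(K)-anti-GST donor, streptavidin-D2 acceptor, ex 340, em 617/671 nm · Evaluation – percent inhibition of 671/617 nm emission ratio versus biotin and DMSO controls · Plate – 1536-well format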
Peg3 prom inh: Peg3 promoter-driven luciferase inhibitors, primary screen, cell-based, HeLa, luciferase luminescence. HeLa PEG-Prom luciferase reporter, overnight. inhibition, % at 20 µM. 360,000 tested, 1.7% active. AID 588405, 2011;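 active means inhibition of at least 50% at 20 µM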
HIF-2a block: HIF-2a reporter inhibitors, primary screen, luminescence, 786-0 RCC cells. 360,000 tested, 0.72% active. 786-0 RCC cells HIF-2a reporter, luciferase luminescence, overnight. inhibition, % at 18.8 µM;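 active means inhibition of the luminescence signal of 40% or more relative to plate controls, in a single-dose primary screen at 18.75 µM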
CF NFkB inh: inhibitors of PAF-induced NF-kB signaling, primary screen, cell-based, GFP fluorescence, uHTS | KKLEB NF-kB-GFP reporter, GFP fluorescence overnight | inhibition, % at 5 µM | 360,000 tested, 0.86% active;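 active means at least 50% inhibition at 5 µM, scaled per plate between neutral and stimulator controls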;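 further: PAF is a Pseudomonas aeruginosa culture filtrate used as stimulus; plate controls were PAF-stimulated DMSO wells for no effect and unstimulated DMSO wells for full effect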
Shn3 3UTR inh: reduction of Shn3 3'UTR firefly luciferase signal, primary screen, Schnurri-3 inhibitor project, cell-based, Clone20 osteoblasts, set 2 | 360,000 tested, 0.52% active | inhibition, % at 12.5 µM | Clone20 osteoblast Shn3 3'UTR firefly luciferase, 24 h | AID 588674, 2011;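 active means mean inhibition of at least 75% with every replicate also reaching 75%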;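 further: 0% = median of neutral control wells and 100% = pilot-screen positive control compound; some compounds past the cut are filed as inactive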
C8 TRAIL sens: viability loss with TRAIL in NB7+C8 cells, primary screen, TRAIL sensitizer project, cell-based, ATPlite luminescence; inhibition (viability loss, TRAIL sensitization), % at 10 µM; AID 624354, 2012; 360,000 tested, 1% active;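 active means compounds causing at least 50% loss of cell viability in the single-dose screen, relative to plate controls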
hiPSC survival: enhancers of single-cell hiPSC survival, primary screen, ATPlite luminescence | 100% = ROCK inhibitor wells, 0% = DMSO | survival enhancement, % at 20 µM | AID 602274, 2012 | 360,000 tested, 0.044% active; in the data active means survival enhancement above about 18%;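 further: cells exposed to compounds for 16 hours before the ATP read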
The depositor's hits bear a star; / = no result given. A portion of the library (hit frequency here may not be typical).

SMILES | MITF TRPM1 inh | KKLEB tox | NR2E3 ag-1 | LMP1 NFkB inh | NR2E3 ag-2 | Peg3 prom inh | HIF-2a block | CF NFkB inh | Shn3 3UTR inh | C8 TRAIL sens | hiPSC survival
O=[N+]([O-])c1ccccc1CNC(Cc1ccccc1)c1ccccc1 (stereo not given) | 8 | -1 | 4 | -8 | 1 | 27 | 16 | 2 | 10 | 3 | -2.5
O=C(CSc1nnc2c(n1)[nH]c1ccc(F)cc12)NCc1ccc(F)cc1 | -5 | 3 | 11 | -3 | 3 | 22 | 13 | -16 | 3 | 11 | 0.2
O=[N+]([O-])c1ccc(N/N=C2\CC3CC=CC23)c([N+](=O)[O-])c1 (stereo not given) | 3 | -6 | 44 | 9 | 3 | -5 | -21 | -20 | 30 | -10 | -0.6
CCOC(=O)[C@H]1[C@H]2COc3ccc(Br)cc3[C@@H]2N2C(=O)N(c3ccccc3)C(=O)[C@@]12C | 6 | 3 | 20 | -2 | / | -22 | 2 | 13 | -5 | -21 | 1.1
CC(C)c1ccccc1NC(=S)NCc1nc2ccccc2[nH]1 | 10 | -3 | 15 | 1 | 3 | 6 | -12 | 8 | 12 | -7 | -0.4
COc1ccc(OC)c(-n2c(SCC(=O)NCc3ccco3)nnc2-c2c[nH]c3ccccc23)c1 | / | -4 | 31 | 7 | 3 | -8 | -2 | 27 | -14 | -4 | -2.4
COc1cccc2cc(C(=O)N3CCc4ccccc4C3)c(=O)oc12 | -48 | 4 | 0 | -13 | -1 | -200 | -157 | -15 | -96 | 0 | 3.4
COc1cc2nc(Nc3ccc(C)c(C)c3)nc(N)c2cc1OC | 35 | -29 | -14 | -10 | 1 | 56* | -17 | -27 | -24 | 14 | -0.4
COc1cc(S(=O)(=O)NCCc2ccc3c(c2)OCO3)ccc1-n1cnnn1 | 2 | -5 | -12 | 5 | -5 | 6 | -2 | -23 | 11 | 1 | -0.1
Cc1cc(SCC(=O)OCC(=O)NCC2CCCO2)c(C)cc1Br (stereo not given) | -9 | -4 | -6 | 4 | 2 | 10 | 10 | 4 | -1 | 0 | 2.9
O=C(Cc1ccc(Br)c2ccccc12)N/N=C/c1ccccn1 | 11 | -4 | 12 | 13 | 4 | 31 | 28 | 2 | 63 | 9 | 0.1
COc1cc(/C=N/NC(=O)c2sc(N)c(C#N)c2C)cc(Br)c1O | -9 | 8 | 60 | -31 | -2 | -38 | -14 | 29 | 7 | -10 | 0.9
Cc1cc(C)cc(OCC(=O)O/N=C(\N)c2cccnc2)c1 | / | 11 | -4 | / | / | -13 | -38 | -4 | 10 | -1 | 0.5
c1cnc(SCCOc2ccc3c(c2)CCC3)nc1 | -62 | -3 | -128 | -28 | 0 | -325 | -168 | 14 | -47 | -1 | 0.6
CC(Sc1ncnc2ccccc12)C(=O)Nc1ccc2c(c1)OCCO2 (stereo not given) | 2 | 0 | 31 | 3 | 0 | -23 | -45 | 13 | 29 | 11 | -1.9
COc1cccc(C2(O)CCN(CC(=O)NCC3CC3)CC2)c1 | -5 | -1 | -40 | -1 | -2 | 0 | 6 | 17 | -18 | -4 | -0.6
CN1CCN(NC(=O)c2cccc(F)c2)CC1 | -3 | 6 | -9 | -23 | 3 | 14 | 8 | 5 | 8 | 4 | 0.5
Cn1c(=O)c2nc3ccccc3nc2n(C)c1=O | 19 | -5 | 11 | -3 | 5 | 18 | 18 | 2 | -10 | -7 | -0.3
COCCOc1ccc(C(F)(F)F)cc1N | / | -13 | -28 | 6 | -4 | -5 | 12 | 17 | -7 | 0 | 1.2
CC(=O)Nc1ccc(-c2ccnc3c2CC(C(=O)NC(C)C)O3)cc1 (stereo not given) | / | -10 | -50 | / | / | -1 | 14 | 8 | -21 | 6 | 0.3

Complete entries, quoted from the list. Order of values: MITF TRPM1 inh | KKLEB tox | NR2E3 ag-1 | LMP1 NFkB inh | NR2E3 ag-2 | Peg3 prom inh | HIF-2a block | CF NFkB inh | Shn3 3UTR inh | C8 TRAIL sens | hiPSC survival
COc1cccc2cc(C(=O)N3CCc4ccccc4C3)c(=O)oc12 in the list: -48 | 4 | 0 | -13 | -1 | -200 | -157 | -15 | -96 | 0 | 3.4
O=[N+]([O-])c1ccc(N/N=C2\CC3CC=CC23)c([N+](=O)[O-])c1 (stereo not given) in the list: 3 | -6 | 44 | 9 | 3 | -5 | -21 | -20 | 30 | -10 | -0.6
O=C(CSc1nnc2c(n1)[nH]c1ccc(F)cc12)NCc1ccc(F)cc1 in the list: -5 | 3 | 11 | -3 | 3 | 22 | 13 | -16 | 3 | 11 | 0.2
CC(Sc1ncnc2ccccc12)C(=O)Nc1ccc2c(c1)OCCO2 (stereo not given) in the list: 2 | 0 | 31 | 3 | 0 | -23 | -45 | 13 | 29 | 11 | -1.9

Following part.
SMILES | MITF TRPM1 inh | KKLEB tox | NR2E3 ag-1 | LMP1 NFkB inh | NR2E3 ag-2 | Peg3 prom inh | HIF-2a block | CF NFkB inh | Shn3 3UTR inh | C8 TRAIL sens | hiPSC survival
CC(C)c1nnc(NC(=O)CCC(=O)NCc2ccco2)s1 | 8 | 6 | 11 | -2 | 0 | -17 | -15 | 11 | 0 | -10 | 2.2
CN(C)c1ccc(/C=C(/C(=O)c2ccc(Cl)cc2Cl)n2cncn2)cc1 | 11 | -4 | -4 | -16 | -1 | 36 | 16 | -1 | 4 | -13 | 0.5
COC(=O)/C(=C\c1c(OC)cc(OC)cc1OC)C(=O)c1ccc2c(c1)OCO2 | 2 | 14 | 11 | -4 | 2 | -4 | 9 | 9 | 1 | -7 | 0.5
COc1ccc(N(C(=O)CNC(=O)c2ccco2)C(C(=O)NCC2CCCO2)c2ccccc2)c(OC)c1 (stereo not given) | 5 | 8 | -16 | -1 | 2 | -14 | 7 | 0 | 8 | -8 | 0.1
CCOC(=O)c1cc(C(C)C)sc1NC(=O)COC(=O)c1nccnc1N | -5 | -13 | -11 | -8 | -1 | 1 | 11 | 26 | 15 | 8 | 0.1
COc1ccc(CSc2n[nH]c(=O)[nH]c2=O)cc1 | / | -8 | 11 | -11 | / | 7 | 4 | 0 | 3 | -2 | 1.9
CSc1nnc(CSCc2ccc(Cl)cc2Cl)n1-c1ccccc1 | 2 | 0 | -16 | 0 | 0 | 9 | -6 | 10 | 9 | 4 | 5.8
O=C(N/N=C/c1ccc2c(c1)OCO2)c1ccc(NS(=O)(=O)c2cccs2)cc1 | -21 | 6 | -3 | -2 | 1 | -82 | -76 | -12 | 7 | 16 | -0.8
O=C(CN1C(=O)NC2(CCCCCC2)C1=O)Nc1ccc(Cl)c([N+](=O)[O-])c1 | -12 | -1 | 18 | -5 | / | 16 | 13 | -30 | -29 | 20 | -2.3
CCN1CCN(S(=O)(=O)c2ccc(Cl)c(C(=O)NC3CC3)c2)CC1 | -2 | -29 | -16 | 19 | 0 | 15 | 13 | 33 | 5 | -18 | 2.7
COc1ccc2[nH]cc(CCNC(=O)CCC3CCCCC3)c2c1 | 14 | 9 | -15 | 1 | 4 | 7 | 1 | 7 | 10 | 0 | -0.7
CCCCNS(=O)(=O)c1ccc2nc(SCC(=O)Nc3cccc(F)c3)[nH]c2c1 | 5 | 4 | 2 | -7 | 0 | 6 | 11 | -10 | 1 | 2 | 0.3
CNC(=O)C(=O)Nc1cc2c3c(c1)C(C)C(=O)N3CCC2 (stereo not given) | 10 | 2 | 5 | 9 | 1 | -1 | 1 | -1 | 8 | -2 | 0.7
CC(=O)c1cccc(NS(=O)(=O)c2ccc3c(c2)oc(=O)n3C)c1 | 2 | 0 | 5 | -1 | -1 | 12 | 6 | 4 | 19 | 18 | -2.4
CCCCCCN[C@H]1CCC2C3CC=C4C[C@@H](O)CC[C@]4(C)C3CC[C@@]21C (stereo not given in full) | 1 | 0 | 38 | -8 | / | 18 | 7 | 21 | 5 | 2 | -3.0
CCOC(=O)Cc1csc(NC(=O)CSc2nnc(-c3ccc(NS(=O)(=O)CC)cc3)o2)n1 | -12 | -14 | 12 | -3 | 3 | 2 | -6 | 15 | -1 | 14 | -3.4
COc1ccc(-c2nnc(SCC(=O)NC(C)c3ccccc3)o2)cc1OC (stereo not given) | 7 | -4 | 12 | 0 | 1 | 2 | 11 | -1 | 5 | 0 | -1.3
CS(=O)(=O)c1ccc(C(=O)NCc2ccc(F)cc2)cc1 | 3 | -10 | -7 | -19 | 0 | 5 | 9 | -13 | -47 | 0 | -0.3
O=C(c1ccccc1C(=O)N1CCN(c2ccccc2)CC1)N1CCN(c2ccccc2)CC1 | 11 | -4 | -2 | -2 | 1 | 21 | 5 | -2 | 8 | -3 | -1.9
Cc1ccc(S(=O)(=O)N2CCCC(CCC(=O)NCc3ccccc3F)C2)s1 (stereo not given) | 3 | -3 | 6 | -4 | 3 | 23 | 8 | -11 | 11 | -2 | -0.5
CCN1CCC(NC(=O)Nc2ccccc2C(=O)OC)CC1 | -6 | -8 | 0 | -4 | -3 | -20 | -16 | 15 | -16 | 0 | 2.5
Cc1cc(C)n(-c2ncc(C#N)cn2)n1 | 14 | 14 | 4 | 7 | 0 | -1 | 49* | 1 | 8 | -5 | -1.3
O=C(N1CCOCCOc2ccccc2OCCOCC1)C(F)(F)F | 9 | -8 | -13 | 5 | -5 | -8 | 17 | 11 | -22 | -2 | 1.3

4 entries from above, with values under each structure:
Below each SMILES: MITF TRPM1 inh	KKLEB tox	NR2E3 ag-1	LMP1 NFkB inh	NR2E3 ag-2	Peg3 prom inh	HIF-2a block	CF NFkB inh	Shn3 3UTR inh	C8 TRAIL sens	hiPSC survival
CSc1nnc(CSCc2ccc(Cl)cc2Cl)n1-c1ccccc1
  2	0	-16	0	0	9	-6	10	9	4	5.8
O=C(N/N=C/c1ccc2c(c1)OCO2)c1ccc(NS(=O)(=O)c2cccs2)cc1
  -21	6	-3	-2	1	-82	-76	-12	7	16	-0.8
O=C(CN1C(=O)NC2(CCCCCC2)C1=O)Nc1ccc(Cl)c([N+](=O)[O-])c1
  -12	-1	18	-5	/	16	13	-30	-29	20	-2.3
CCN1CCN(S(=O)(=O)c2ccc(Cl)c(C(=O)NC3CC3)c2)CC1
  -2	-29	-16	19	0	15	13	33	5	-18	2.7
